CRFBP-R2 block – CRF-BP/CRF-R2 complex antagonism. hit rate 0.59% among 350,000. HEK293 CRF-R2/CRF-BP, CRF-induced calcium fluorescence. inhibition, % at 11.8 µM;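 active means inhibition of the ligand-induced calcium signal above about 50% at the single tested concentration, limit read from the data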
M5 ag – agonists of human muscarinic M5 receptor (CHRM5); P08912; CHO-K1 hM5 cells, Fluo-8 calcium fluorescence; 0% DMSO wells, 100% maximal acetylcholine response; activation, % at 3 µM; hit rate 0.19% among 360,000;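 active means activation above the run's mean over test compounds plus 3 SD, cut at about 23% in these data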;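 further: signal is peak over basal fluorescence ratio across the kinetic read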
M5 PAM – positive allosteric modulators of human muscarinic M5 receptor | hit rate 0.3% among 360,000 | CHO-K1 hM5, Fluo-8 calcium, ACh EC20 PAM; 0% = ACh EC20, 100% = ACh EC100 | P08912 | activation, % at 3 µM;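 active means activation above the run cutoff, the mean activation of all test compounds plus 3 SD, cut at about 18% in these data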
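System: CHO-K1 hM5 cells. Reagent: acetylcholine, EC20 level. Compound dosing: single dose, 3 µM nominal final test concentration. Timing: Post-acetylcholine fluorescence recording 140 s. Detection: Fluo-8 calcium fluorescence. Read-out: % activation, ACh-normalized. Benchmarks: ACh EC20 and EC100 wells. Repeats: singlicate, one well per test compound.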
M4 ag – CHRM4 agonism in calcium assay | P08173 | AID 624127 | CHO-K1 hM4/Gqi5, Fluo-8 calcium fluorescence; vehicle 0%, full acetylcholine response 100% | hit rate 0.14% among 360,000 | activation, % at 3 µM;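 active means activation above the run mean over all test wells plus 3 SD, cut at about 32% in these data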;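 further: peak over basal fluorescence ratio per well then scaled between controls; 0% = DMSO wells and 100% = acetylcholine at EC100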
Target sequence (P08173 whole entry, looked up): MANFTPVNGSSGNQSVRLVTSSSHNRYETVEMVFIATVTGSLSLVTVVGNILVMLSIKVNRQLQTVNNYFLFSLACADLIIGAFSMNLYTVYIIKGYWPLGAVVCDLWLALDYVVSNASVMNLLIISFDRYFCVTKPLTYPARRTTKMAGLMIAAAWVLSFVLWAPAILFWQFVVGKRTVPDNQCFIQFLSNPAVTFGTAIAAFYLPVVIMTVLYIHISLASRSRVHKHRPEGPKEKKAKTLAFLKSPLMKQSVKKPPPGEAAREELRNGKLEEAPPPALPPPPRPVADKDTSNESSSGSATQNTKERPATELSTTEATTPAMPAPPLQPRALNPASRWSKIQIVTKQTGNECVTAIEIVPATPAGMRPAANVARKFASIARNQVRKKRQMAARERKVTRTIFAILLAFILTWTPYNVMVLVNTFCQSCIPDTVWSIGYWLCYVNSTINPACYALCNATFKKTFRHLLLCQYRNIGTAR
M5 antag – blocks acetylcholine activation of human M5 receptor. P08912. CHO-hM5 cells, Fluo-8 calcium fluorescence, ACh EC80. inhibition, % at 3 µM. hit rate 0.59% among 360,000;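 active means inhibition above a per-plate cutoff, the mean of that plate's test compounds plus 3 SD, cut at about 27% in these data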;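 further: 0% = acetylcholine EC80 with DMSO and 100% = DMSO without agonist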
M4 antag – CHRM4 antagonism in calcium assay; CHO-hM4 cells, ACh EC80, Fluo-8 calcium fluorescence; inhibition, % at 3 µM; hit rate 0.73% among 360,000;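 active means inhibition above its plate's cutoff, the mean inhibition of sample wells plus 3 SD, cut at about 27% in these data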;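 further: 0% = acetylcholine EC80 with DMSO and 100% = DMSO without agonist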
CRFBP-R2 agonist – agonists of human CRF-binding protein/CRF-R2 receptor complex; activation, % at 13.2 µM; HEK293 CRF-R2/CRF-BP, calcium dye fluorescence (FLIPR); percent of saturating CRF peptide response; AID 588473; hit rate 0.46% among 350,000;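 active means activation of at least 50%, plus an integration ratio under a set limit after plate pattern correction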;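 further: plate controls were neutral control wells without compound for no effect and CRF at EC100 for full effect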
CHRM4 PAM – potentiates acetylcholine response at human M4 receptor. activation, % at 3 µM. CHO-K1 hM4/Gqi5, Fluo-8 calcium fluorescence, ACh EC20; 0% = ACh EC20, 100% = maximal ACh. P08173. hit rate 0.4% among 360,000;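 active means activation above its plate's cutoff, the mean activation of sample wells plus 3 SD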; further: some results filed as inactive read as strong as hits
M1 PAM – potentiates human M1 receptor response to acetylcholine; P11229; CHO-K1 hM1, Fluo-8 calcium fluorescence, ACh EC20; 0% = ACh EC20, 100% = maximal ACh; hit rate 0.088% among 360,000; activation, % at 3 µM; AID 588819; in the data active means activation above about 19%, passing the limit was not always enough
Target sequence (P11229 whole entry, looked up): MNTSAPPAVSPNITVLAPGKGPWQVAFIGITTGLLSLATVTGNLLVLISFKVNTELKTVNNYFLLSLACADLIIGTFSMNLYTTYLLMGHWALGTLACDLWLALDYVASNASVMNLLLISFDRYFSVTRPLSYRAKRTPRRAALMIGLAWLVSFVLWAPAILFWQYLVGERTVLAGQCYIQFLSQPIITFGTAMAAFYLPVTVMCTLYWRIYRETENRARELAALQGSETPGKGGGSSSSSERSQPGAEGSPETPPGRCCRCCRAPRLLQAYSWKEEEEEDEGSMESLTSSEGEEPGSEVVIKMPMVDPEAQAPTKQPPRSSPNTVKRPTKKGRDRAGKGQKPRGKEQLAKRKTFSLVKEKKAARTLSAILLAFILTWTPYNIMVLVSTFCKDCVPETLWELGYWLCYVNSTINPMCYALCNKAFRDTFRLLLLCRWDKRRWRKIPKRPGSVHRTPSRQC
* = called active by the depositor; . = no result given. This is a random part of the collection; about 2.6% have a hit in one of these screens.

Every second line gives: CRFBP-R2 block	M5 ag	M5 PAM	M4 ag	M5 antag	M4 antag	CRFBP-R2 agonist	CHRM4 PAM	M1 PAM
> Cc1ccc(C)c(CSc2nnc(C)c(=O)[nH]2)c1
    -21.4	-2.3	-4.2	0.7	-10.3	-0.1	-0.2	3.2	4.2
> CC(NC(=O)Cc1cccs1)c1ccccc1 (stereo not given)
    -4.4	-3.4	0.6	0.4	-2.7	0.1	-2.5	-2.0	10.7
> CN=c1scc(C)n1/N=C/c1cc(Br)c(O)c(OC)c1
    10.7	-0.2	2.7	1.2	1.3	0.9	-3.6	-2.1	5.4
> CCCN(CCC)S(=O)(=O)c1ccc(NS(C)(=O)=O)cc1
    -0.1	0.5	-5.4	0.5	1.2	2.8	-2.2	-4.9	0.5
> CCc1ccc2[nH]c(=O)c(CN(CCN(CC)CC)C(=S)NCc3ccco3)cc2c1
    -27.6	-5.3	-1.6	1.9	5.0	-2.3	-0.8	-9.0	-0.8
> Cc1nn(Cc2ccccc2Cl)c2sc(C(=O)Nc3nccs3)cc12
    -46.4	-1.6	-3.8	-0.1	-4.7	-1.1	1.6	-7.2	3.3
> COC(=O)c1cc(-c2cccc(OC)c2)n[nH]1
    -9.9	-4.0	9.1	-0.4	-1.5	-7.2	0.8	1.9	0.9
> CCOc1ccc(N(CC(=O)NCC2CCCO2)S(=O)(=O)c2ccc(OC)c(OC)c2)cc1 (stereo not given)
    1.0	-3.0	1.5	1.6	-4.2	-4.4	1.0	-2.5	3.0
> CCCCC(=O)Nc1ccc(C(=O)NNC(=O)c2cccs2)cc1
    -1.7	1.9	-1.5	0.6	-4.6	-7.3	-0.6	5.1	7.5
> CC(Sc1nnc(COc2ccc([N+](=O)[O-])cc2)n1C)C(=O)O (stereo not given)
    7.9	-2.7	-0.4	1.5	4.1	-9.7	1.7	9.2	-4.2
> COc1cccc(CC(=O)Nc2ccc(F)c(S(=O)(=O)N3CCOCC3)c2)c1
    -9.2	5.8	7.5	3.8	-4.1	-11.9	-0.8	17.0	26.4
> CC12CCC(C(=O)C1)C1(C)CCCC(=O)C21 (stereo not given)
    8.5	3.2	-1.6	0.7	6.9	-16.3	-0.6	1.4	16.3
> O=C(C1CC(=O)N(c2ccc3c(c2)OCCO3)C1)N1CCN(S(=O)(=O)c2ccc(F)cc2)CC1 (stereo not given)
    0.3	-1.0	-1.1	1.6	5.5	-2.6	-1.4	-1.6	2.8
> COCCNS(=O)(=O)c1cc2[nH]c3c(c2cc1C)C(=O)CC(C)(C)C3
    -14.1	-1.2	3.2	1.9	5.3	3.5	0.1	1.6	9.5
> Cc1ccccc1NC(=O)CN1C(=O)CSc2ccc(S(=O)(=O)N3CCCCC3)cc21
    6.2	-4.7	-4.5	1.7	2.1	3.4	-3.0	-3.4	7.7
> Cc1c(NCc2cc(Cl)ccc2O)c(=O)n(-c2ccccc2)n1C
    -2.3	-0.9	-6.8	2.0	2.8	8.0	-1.9	1.9	-1.5
> O=C1NC2(CCCCC2)NN1c1ccccc1
    36.3	-1.2	2.4	-0.1	-1.8	12.0	0.7	9.1	6.9
> CC(=O)C(Cc1ccc(Cl)nc1)(Cc1ccc(Cl)nc1)C(C)=O
    8.3	5.7	-7.8	1.3	3.9	-5.9	1.2	5.0	6.3
> O=C(Cn1c(=O)oc2cc(S(=O)(=O)N3CCc4ccccc43)ccc21)N1CCCCC1
    14.5	-1.9	-6.7	2.8	10.3	-11.8	0.4	1.3	10.4
> Cc1c(O)cc2c(c1O)C(=O)CC(c1ccccc1)O2 (stereo not given)
    -38.2	46.6*	-17.4	60.0*	83.9*	93.7*	105.3*	-17.3	-33.2
> CCCCOC(=O)c1ccc(NC(=O)CSc2nnnn2C)cc1
    -13.0	1.2	9.8	0.9	-10.1	-12.9	10.4	-5.5	1.5
> COc1ccccc1S(=O)(=O)N(C)C[C@@H]1Oc2cc(C#CCC(C)C)ccc2S(=O)(=O)N([C@H](C)CO)C[C@@H]1C
    3.7	0.0	-4.3	2.6	10.2	5.1	0.9	-4.1	1.5
> COc1ccc(CNC(=O)C2CCN(S(=O)(=O)c3cccc4nsnc34)CC2)cc1
    1.9	-2.3	-4.5	6.0	14.1	-5.1	0.6	3.9	2.2
> CNC(=O)N1CCC(C(=O)c2c(C)c(C)c(C)c(C)c2C)CC1
    4.0	-2.8	1.4	2.1	8.7	-3.5	-1.5	1.8	7.0
> CCOc1ccc(Cn2c(O)cc(=O)[nH]c2=O)cc1
    -16.0	0.6	-2.1	1.6	3.5	4.5	5.4	-4.3	-1.3
> COCCCNC(=O)C[C@@H]1C[C@@]2(C(=O)OC)CCCCC=C2N(Cc2ccc3c(c2)OCO3)C1=O
    .	2.3	-9.8	7.5	10.9	-1.5	.	-8.0	.
> COc1ccc(CNC(=O)COc2cccnc2[N+](=O)[O-])cc1
    11.6	2.1	-3.8	20.0	8.4	-8.1	-1.7	-8.0	-4.4
> CCOC(=O)n1c(=O)n(Cc2ccc(F)cc2)c2ccccc21
    8.3	-5.9	9.9	0.1	-19.8	3.2	-1.7	0.1	5.3
> C=CCN(C(=O)CNC(=O)c1ccco1)C(C(=O)NC1CCCC1)c1cccs1 (stereo not given)
    -13.7	-2.8	-1.9	0.8	6.1	-5.0	-0.7	-1.2	-7.9
> Cc1cc(=O)n2nc(N3CCCC(C(=O)NCc4cccc(Cl)c4)C3)sc2n1 (stereo not given)
    -9.7	-6.2	-9.0	0.6	16.1	-6.2	-1.5	4.6	15.1
> Cc1cc(NC(=O)CCCN2C(=O)/C(=C/c3cccs3)SC2=S)no1
    6.9	-4.3	15.3	4.1	13.5	-12.6	2.7	5.2	-0.8
> CCCOP(=O)(c1ccc(N(C)C)cc1)C(O)c1ccccc1OC (stereo not given)
    -3.3	4.5	3.0	1.4	-4.2	8.6	-0.5	1.1	1.4
> CCOC(=O)N1CCN(C(=O)C2CCN(S(=O)(=O)c3cc(Cl)ccc3Cl)CC2)CC1
    0.9	-2.4	4.6	2.8	-4.6	4.6	0.1	-3.8	1.1
> Cc1csc(NC(=O)CCCSc2nc3ccccc3s2)n1
    -35.4	-2.0	-7.3	7.3	-7.5	-5.5	1.6	7.1	-6.9
> CCC(C)N(C(=O)COC(=O)c1[nH]c(C)c(C(C)=O)c1C)C1CCS(=O)(=O)C1 (stereo not given)
    -0.6	-2.2	6.6	0.3	1.5	1.2	-0.4	11.1	4.7
> CCN(Cc1ccccc1)Cc1ccc(OCc2ccccc2)cc1
    -19.0	-15.8	-15.8	-2.3	13.7	26.7*	-0.6	-13.2	-24.3
> COc1ccc(NC(=O)CN(C)C(=O)c2cccc(S(=O)(=O)N3CCN(C)CC3)c2)cc1
    1.1	0.0	3.8	0.5	9.2	11.0	0.4	1.1	4.8
> C[C@@H]1CN([C@@H](C)CO)C(=O)CCCn2cc(nn2)CO[C@H]1CN(C)S(=O)(=O)c1ccc(-n2cccn2)cc1
    9.6	1.4	-2.0	0.1	9.5	-0.2	0.5	-1.4	-3.5
> CSc1cccc(N2C(=O)C3CCCN3C2=S)c1 (stereo not given)
    6.7	0.9	-3.3	7.2	-3.8	-9.7	-1.0	2.0	3.1
> COc1ccccc1-c1cccc([C@@H]2C[C@H]3[C@H](CON3C)CN2C(=O)C(C)(C)C)c1
    -1.2	1.4	6.1	0.4	-2.3	6.9	-2.8	-1.4	7.2
> O=C(c1ccco1)N1CCN(Cc2nnnn2CC2CCCO2)CC1 (stereo not given)
    3.2	-2.7	-2.9	1.0	-3.2	-8.3	-1.2	12.1	6.5
> Cc1cc2ncn(C(=O)c3ccc4c(c3)OCO4)c2cc1C
    -5.3	0.3	-2.5	1.5	-2.4	2.5	-2.9	-0.7	3.5
> O=C(O)c1ccccc1C(=O)c1ccc(N2CCOCC2)c([N+](=O)[O-])c1
    46.9	-2.0	-5.1	-0.1	14.2	2.8	-5.7	-8.3	-8.1
> CNC(=O)c1ccc(NC(=O)c2ccc3c(=O)n4c(nc3c2)CCC4)cc1
    2.6	2.0	-0.2	-0.2	2.1	8.0	0.7	0.2	3.4
> O=[N+]([O-])c1cc2c(c(CSc3nnc(Nc4ccccc4)s3)c1)OCOC2
    -9.5	0.4	-0.5	0.5	4.2	9.9	3.8	-0.8	-1.6
> O=c1cc(C(F)(F)F)[nH]c(=S)n1-c1ccccc1
    -0.4	-1.3	0.4	0.8	1.2	-4.0	1.5	-0.2	-1.2
> CCOC(=O)N1CCN(c2c(N3CCc4ccccc43)c(=O)c2=O)CC1
    11.0	-0.9	-1.0	-0.7	-4.0	-13.9	-1.1	-5.8	9.9
> O=C(Nc1cccc(S(=O)(=O)N2CCOCC2)c1)c1ccc(=O)[nH]c1
    -4.7	-2.5	2.2	1.1	-0.5	-16.0	1.8	7.5	10.5
> COc1ccc(-c2cc(=O)n(-c3ccc([N+](=O)[O-])cc3)[nH]2)cc1
    37.4	-4.0	-13.5	3.9	10.7	2.0	13.9	2.8	12.6
> CCOC(=O)N1CCC(NS(=O)(=O)c2ccc(C#N)cc2)CC1
    -2.9	-2.2	1.1	0.8	4.8	3.1	1.3	1.1	13.9
> C=Cc1ccc(Cn2c(=O)n(C)c(=O)c3sccc32)cc1
    2.4	5.8	-15.8	12.3	-26.2	-8.6	-2.4	-6.3	-8.0
> Clc1ccc(Nc2ccccc2)nn1
    -0.8	3.6	6.8	-0.2	5.5	-1.2	3.0	9.1	13.0
> CC(=O)Nc1ccc2c(CSc3nncs3)cc(=O)oc2c1
    -1.7	2.1	-1.4	0.5	4.8	-12.1	-0.8	-2.7	6.1
> COc1cc(SC)ccc1C(=O)N1CCN(c2ccccc2)CC1
    15.2	6.3	-6.5	12.0	12.0	6.3	-2.9	-8.6	-7.5
> O=C(CCN1C(=O)/C(=C/c2ccccc2Cl)SC1=S)NN1CCOCC1
    -1.7	-1.2	6.5	1.6	-6.3	0.8	-2.3	2.0	1.8
> CC(C)(C)C(=O)OCc1nc(-c2ccc3c(c2)OCCO3)cs1
    0.2	-0.6	-3.3	3.3	7.9	-12.3	5.4	-2.3	4.0
> CCOc1ccc2nc(Cl)c(C3CC(c4ccco4)=NN3S(=O)(=O)c3ccccc3)cc2c1 (stereo not given)
    -4.2	-1.4	-6.0	-1.3	0.9	1.0	1.8	-10.7	-7.9

Profiles, looked up by structure. Screens in order: CRFBP-R2 block	M5 ag	M5 PAM	M4 ag	M5 antag	M4 antag	CRFBP-R2 agonist	CHRM4 PAM	M1 PAM
Shown for `Clc1ccc(Nc2ccccc2)nn1` : -0.8	3.6	6.8	-0.2	5.5	-1.2	3.0	9.1	13.0
Shown for `Cc1csc(NC(=O)CCCSc2nc3ccccc3s2)n1` : -35.4	-2.0	-7.3	7.3	-7.5	-5.5	1.6	7.1	-6.9
Shown for `CCOC(=O)N1CCN(C(=O)C2CCN(S(=O)(=O)c3cc(Cl)ccc3Cl)CC2)CC1` : 0.9	-2.4	4.6	2.8	-4.6	4.6	0.1	-3.8	1.1
Shown for `CCOC(=O)N1CCC(NS(=O)(=O)c2ccc(C#N)cc2)CC1` : -2.9	-2.2	1.1	0.8	4.8	3.1	1.3	1.1	13.9
